# KCNH2 3.1 inh: blocks the human KCNH2 3.1 channel isoform; AID 720553; activity change, % (tested at about 1.8 µM); U2OS KCNH2 3.1, thallium flux FluxOr; stronger effect = lower value; 340,000 compounds, 0.95% hits;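 active = maximum activity change below -70%; inconclusive = maximum activity change from -70% to -50%; inactive = maximum activity change above -50%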;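 also: thallium influx rate constant from kinetic fluorescence after stimulation buffer; % is scaled to controls: 0 for no effect and ±100 for the full control effect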
#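 Thallium flux read-out: FluxOr dye with Red40 quencher in HBSS/HEPES, 45 min at RT. Rate constants from kinetic reads were normalized to positive and negative DMSO controls. Cells: U2OS virally expressing the 3.1 isoform.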
# ELG1 genotox: inducers of genotoxicity in HEK293T ELG1-luciferase cells | HEK293T ELG1-luciferase reporter, luminescence, 16 h | Potency, µM (doses to about 46 µM), for the others: at the highest dose activity change, positive = activation, actives largely listed as activators | 330,000 compounds, 1.3% hits; also: potency is read from the fitted curve at half-maximal effect; % of control where 0% means no effect; nearly all actives have a fitted effect of over 60% in size
#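 After overnight (16 hr) compound treatment at 37 °C, ELG1-luciferase HEK293T cells were lysed with ONE-Glo; luminescence quantified 30 min later at room temperature.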
# Tb PFK inh: blocks T. brucei phosphofructokinase. T. brucei PFK, ADP-Glo luminescence. 330,000 compounds, 0.17% hits. O15648. Potency, µM (doses to about 57.5 µM), inactives show top-dose activity, negative = inhibition, usual class: inhibitors;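 also: potency is read from the fitted curve at half-maximal effect; 0% = uninhibited 1x PFK enzyme wells and -100% = no-enzyme wells; nearly all actives have a fitted effect of over 60% in size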
# Target sequence (O15648 whole entry, looked up): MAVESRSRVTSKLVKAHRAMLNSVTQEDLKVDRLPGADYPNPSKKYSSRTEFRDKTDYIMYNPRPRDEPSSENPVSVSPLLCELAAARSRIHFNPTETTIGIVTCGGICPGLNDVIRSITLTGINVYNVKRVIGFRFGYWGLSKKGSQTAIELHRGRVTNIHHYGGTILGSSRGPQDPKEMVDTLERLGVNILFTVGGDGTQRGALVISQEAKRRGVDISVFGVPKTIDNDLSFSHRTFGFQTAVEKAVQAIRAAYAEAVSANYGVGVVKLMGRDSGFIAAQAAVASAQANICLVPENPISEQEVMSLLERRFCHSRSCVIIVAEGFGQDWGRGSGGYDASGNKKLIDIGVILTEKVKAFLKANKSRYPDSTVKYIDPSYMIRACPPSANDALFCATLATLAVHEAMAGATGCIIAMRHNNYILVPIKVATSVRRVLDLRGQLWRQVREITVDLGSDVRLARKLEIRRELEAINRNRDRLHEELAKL
#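 ADP-Glo luminescence quantified ADP after 45 min at room temperature, with 1.25 nM T. brucei PFK, 0.1 mM ATP and 0.5 mM fructose-6-phosphate in pH 8.0 TEA buffer. qHTS titrations up to 57 µM; curves classified by quality.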
# NPC1 promoter act: NPC1 promoter activation; Huh7 NPC1 promoter luciferase reporter, 24 h; Potency, µM (highest dose often 9.22 µM), inactives show at the highest dose activation, usual class: activators; AID 485313; 320,000 compounds, 2.4% hits;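 also: potency is read from the fitted curve at half-maximal effect; % of control where 0% means no effect; nearly all actives have a fitted effect of over 60% in size; reporter is driven by a mutant NPC1 promoter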
#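 Stable NPC1-promoter luciferase Huh7 line; cpd (DMSO) 24 h, 37 °C, 5% CO2; Amplite luciferase reagent 10 min RT; luminescence readout. qHTS format.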
# Coupling enz: inhibits coupling enzyme system, counter-screen for aldolase hits; coupling enzyme system counterscreen, AmpLite Red fluorescence; activity change, negative = inhibition, % at 58.2 µM, hits read low; 290,000 compounds, 0.67% hits; AID 2472; in the data active = activity change below about -30%; also: % is scaled to controls: 0 for no effect and ±100 for the full control effect
#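 Coupling enzymes only (glyceraldehyde-3-phosphate) + compound, at 57.5 uM final, 10 min RT; add substrate/coupling/AmpLite Red mix, 20 min RT; fluorescence ex 525/em 598 nm. Actives flag coupling-system interference.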
# FLuc counter: inhibits or activates purified firefly luciferase, miR-21 counter-screen; P08659; purified FLuc, Km substrates, luminescence inhibition; Potency, µM (titrated, usually from 57.5 µM), without a hit: at the top dose activity change, negative = inhibition, hits mostly inhibitors; 360,000 compounds, 6.9% hits;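 also: potency is read from the fitted curve at half-maximal effect; plate controls were vehicle for no effect and reference inhibitor for full effect; nearly all actives have a fitted effect of over 55% in size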
# Target sequence (P08659 whole entry, looked up): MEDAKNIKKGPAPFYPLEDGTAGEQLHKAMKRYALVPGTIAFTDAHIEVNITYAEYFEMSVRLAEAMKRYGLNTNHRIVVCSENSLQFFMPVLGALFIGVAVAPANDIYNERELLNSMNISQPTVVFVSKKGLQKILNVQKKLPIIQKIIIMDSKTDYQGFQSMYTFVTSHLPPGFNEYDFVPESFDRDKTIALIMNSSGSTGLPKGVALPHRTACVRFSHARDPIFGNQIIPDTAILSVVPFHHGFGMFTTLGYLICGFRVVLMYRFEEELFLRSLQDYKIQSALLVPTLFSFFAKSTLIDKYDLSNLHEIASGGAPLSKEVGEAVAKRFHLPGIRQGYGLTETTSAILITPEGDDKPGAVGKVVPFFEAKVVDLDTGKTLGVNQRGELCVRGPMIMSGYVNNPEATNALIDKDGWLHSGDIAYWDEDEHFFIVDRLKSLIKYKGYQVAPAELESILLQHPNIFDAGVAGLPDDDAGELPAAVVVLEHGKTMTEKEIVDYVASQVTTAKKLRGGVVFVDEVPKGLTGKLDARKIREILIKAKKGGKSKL
#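 Biochemical qHTS of compounds, final roughly 60 µM downward over six points, against 10 nM purified firefly luciferase using Km concentrations of substrates (10 uM D-luciferin, 10 uM ATP) in Tris acetate pH 7.5 buffer; luminescence output.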
# Rab9 prom act: Rab9 promoter activation; Huh7 Rab9 promoter-luciferase reporter, luminescence, 24 h; Potency, µM (highest dose often 9.22 µM), for inactives: at the highest dose activation, negative = inhibition, usual class: activators; 320,000 compounds, 2.8% hits; AID 485297; also: potency is read from the fitted curve at half-maximal effect; % of control where 0% means no effect; nearly all actives have a fitted effect of over 60% in size
#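 Luciferase signal after 10 min detection reagent at ambient indicates Rab9 promoter upregulation; stably transfected Huh7 cells were treated 24 h with compound in DMSO at 37 °C, 5% CO2.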
# uPA generation: cell surface uPA generation inhibition; cell surface uPA generation assay, qHTS; Potency, µM (highest dose often 38.3 µM), for inactives: at the top dose activity change, negative = inhibition, hits mostly inhibitors; 330,000 compounds, 0.31% hits; AID 540303; active = well fitted inhibition curve with a large enough effect; inconclusive = small, poorly fitted or top-dose-only effect; inactive = no such curve, though single readings can be large or run the other way; tested in mouse RAW 264.7 cells; also: potency is read from the fitted curve at half-maximal effect; % is scaled to controls: 0 for no effect and ±100 for the full control effect; nearly all actives have a fitted effect of over 55% in size
# RORgamma inh: blocks mouse ROR gamma transcriptional activity; P51450; Drosophila S2 Gal4-RORgamma UAS-luciferase reporter, 20 h; Potency, µM (highest dose often 53.6 µM), inactives show at the highest dose activity change, negative = inhibition, hits mostly inhibitors; 310,000 compounds, 5.4% hits; also: potency is read from the fitted curve at half-maximal effect; % is scaled to controls: 0 for no effect and ±100 for the full control effect; nearly all actives have a fitted effect of over 60% in size
#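 Stable Schneider cell line, Gal4 DNA-binding domain fused to ROR gamma, UAS-luciferase. Cmpd 1 hr RT → CuSO4 700 uM final → 20 hr RT → luciferase reagent 10 min → luminescence.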
# Giardia killer: Giardia lamblia killing; Giardia lamblia trophozoite viability; activity change, % at 7.66 µM, hits read low; 340,000 compounds, 0.15% hits; in the data active = activity change below about -80%; inconclusive = between about -30% and that limit;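 also: parasites exposed to compound for two days anaerobically before the ATP read; % is scaled to controls: 0 for no effect and ±100 for the full control effect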
#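 Anaerobic 48 hrs incubation at 37 deg C of 100 trophozoites/well with test compounds; ATPLite 1-Step luminescence, 15-30 min RT, reports cellular ATP as viability.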
# VP16 counter: Gal4-VP16 reporter inhibition counter-screen; Potency, µM (highest dose often 53.6 µM), for the others: top-dose activity, negative = inhibition, usual class: inhibitors; AID 2546; 310,000 compounds, 3.5% hits; Drosophila S2 Gal4-VP16 UAS-luciferase, luminescence, 20 h;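 also: Gal4-VP16 expression switched on by copper sulfate through the metallothionein promoter; potency is read from the fitted curve at half-maximal effect; % is scaled to controls: 0 for no effect and ±100 for the full control effect; nearly all actives have a fitted effect of over 50% in size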
# An asterisk follows results filed as active; ? = inconclusive; · = no result given; & = joins results of further samples; [ ] = another dose, or the depositor's remark. Unless noted, calls follow the shape of the dose curve; as a rule, active = well fitted curve in the direction sought with a large enough effect; inconclusive = small, poorly fitted or top-dose-only effect, or another doubt; inactive = no such curve, though single readings can be large; an effect the other way counts as inactive or inconclusive. No enrichment for hits; any-hit rate near 14%.
SMILES,KCNH2 3.1 inh,ELG1 genotox,Tb PFK inh,NPC1 promoter act,Coupling enz,FLuc counter,Rab9 prom act,uPA generation,RORgamma inh,Giardia killer,VP16 counter
CC1CCC(NC(=O)C2CCC(CNc3c(N4CCCCC4)c(=O)c3=O)CC2)CC1 (centres undefined),12,-1%,2%,1%,1,-1%,-1%,4%,22%,-10,-8%
O=C(Nc1ccnn1C1CCN(Cc2ccccc2F)CC1)C1CCCC1,1,0%,-3%,-4%,·,2%,-1%,3%,-1%,-27,9%
O=[N+]([O-])c1ccc(N2CCN(Cc3ccc(Br)o3)CC2)cc1,-26,0%,1%,1%,-1,1%,-3%,3%,36%,1,-18%
O=C1CN(C(=O)COC(=O)c2ccc([N+](=O)[O-])o2)c2ccccc2N1,-27,0%,-1%,12%,·,-2%,7%,-18%,·,39[activator],·
COc1ccc(-c2nnc(NC(=O)CSc3ccc(C)cc3)s2)cc1OC,-7,17%,4%,-1%,3,-1%,-1%,6%,-5%,-1,0%
Cc1onc(-c2ccccc2)c1C(=O)Nc1cccc(S(=O)(=O)N2CCCCC2)c1,-1,-4%,0%,·,·,·,·,-1%,·,4,·
CC(C)(CO)NCc1cccc(OCc2ccc(Cl)cc2)c1,-21,-2%,1%,-1%,3,-9%,2%,5%,-7%,3,-1%
O=C1NCCCC1C(=O)N/N=C/c1ccccc1O (centres undefined),13,1%,-2%,0%,1,-8%,1%,5%,-29%,6,-2%
O=C(CSc1nnnn1-c1cccc2c1CCCC2)N1CCOCC1,3,1%,2%,-2%,-1,1%,2%,8%,-1%,-13,-9%
CCCCCc1nnc(NC(=O)c2cccc(S(=O)(=O)N3CCOCC3)c2)s1,-12,-5%,0%,-2%,·,·,-5%,-2%,·,-18,·
CN(C)CCCc1cc(C(=O)Nc2ccc(-c3ccncc3)cc2)ccc1O,·,·,·,2%[46.1 µM],7,·,-8%[46.1 µM],·,-9%,·,9%
CCOC(=O)c1c(C)nc2cc(C)ccn12,5,?,-3%,13%,-2,?,11%,·,-36%,-2,4%
COC(=O)C(CC(C)C)NC(=O)C(Cc1ccccc1)NC(=O)C1CCCN1C(=O)OC(C)(C)C (centres undefined),11,-1%,-4%,-5%,2,-1%,-5%,1%,13%,7,-2%
O=c1cc2[nH]c3ccccc3c(=O)n2nc1-c1ccccc1,0,13µM*,4%,?,1,19µM*,?,-4%,?,8,-1%
C1=C(CCNCC2CCCCC2)CCCC1,2,-13%,3%,0%,3,3%,6%,-1%,14%,106[activator],-5%
CCCCC(=O)Nc1ccc(NC(=O)c2ccc([N+](=O)[O-])cc2)cc1OC,-2,1%,1%,1%,4,1%,-3%,1%,32%,1,?
CCn1c(SCC(=O)N/N=C/c2c[nH]c3ccccc23)nnc1-c1ccc(C)cc1,-9,-10%,-1%,3%,1,-18%,-2%,4%,-29%,-13,?
N#Cc1ccc(COC(=O)CC(NC(N)=O)c2ccc(Cl)cc2)cc1 (centres undefined),-11,-3%,2%,-3%,3,1%,-1%,0%,1%,6,3%
CCC(C)c1ccc(NC(=O)CSc2nncn2N)cc1 (centres undefined),-20,?,0%,16%,0,?,6%,-2%,?,3,19%
Cc1cc(NC(=O)c2cccnc2)ccc1NC(=O)c1ccco1,0,1%,-2%,1%,2,2%,2%,3%,2%,-3,5%
CC(C)OC(=O)CC12CN3CC(CC(=O)OC(C)C)(CN(C1)C(=O)c1ccccc1C3=O)C2=O,1,1%,-5%,-1%,-3,1%,7%,10%,0%,-19,-6%
Cc1ccc(S(=O)(=O)N2CCN(C(=O)COC(=O)CCOc3ccccc3C)CC2)cc1,3,3%,3%,-2%,·,-1%,2%,1%,·,-8,·
CN(Cc1ccon1)C(=O)C1CCC(=O)N(CCc2ccc(Cl)cc2)C1 (centres undefined),12,5%,0%,-2%,0,-2%,0%,-9%,17%,-20,-11%
CCCOc1nc(N)c(C#N)c(-c2ccccc2F)c1C#N,-25,5%,-9%,-4%,7,8%,-5%,5%,-21%[0.365 µM],3,·
Nc1c(C(=O)NCc2ccccc2)nnn1Cc1ccccc1,18,-3%,-11%,-2%,3,1%,-9%,-12%,14%,4,24%

# Going on with the list:
SMILES,KCNH2 3.1 inh,ELG1 genotox,Tb PFK inh,NPC1 promoter act,Coupling enz,FLuc counter,Rab9 prom act,uPA generation,RORgamma inh,Giardia killer,VP16 counter
COc1ccc(S(=O)(=O)N2CCN(Cc3ccc(Cl)cc3)CC2)cc1,-1,22%,-11%,0%,0,-2%,2%,6%,1%[0.365 µM],7,·
COc1ccc(C(C[N+](=O)[O-])c2c(-c3ccccc3)cc3ccccn23)cc1 (centres undefined),-15,-2%,6%,6%,2,-10%,2%,-13%,-10%,7,-15%
Cc1ccc(CNc2ccc(N3CCOCC3)cc2)cc1,-7,?,0%,4µM*,-1,8.5µM*,2.8µM*,-1%,33%,-3,27%
COc1cccc(C2NC(=O)NC(C)=C2C(=O)OCC2CCCO2)c1 (centres undefined),-11,0%,0%,-3%,4,0%,10%,2%,-13%,-11,-6%
CCS(=O)(=O)Nc1cc2c3c(c1)CCN3C(=O)CC2,12,4%,-7%,-2%,-3,3%,0%,-22%,-17%,-5,-10%
CCN1CCN(c2nc(N)c([N+](=O)[O-])c(Nc3ccc(C)c(C)c3)n2)CC1,-12,1%,3%,-3%,2,-1%,1%,-6%,-19%,3,-10%
CC(=O)N1Cc2ccccc2CC1C(=O)N1CCN(c2ccccc2)CC1 (centres undefined),3,0%,0%,1%,-5,3%,-1%,-4%,2%,19,-6%
O=C(C(Cc1ccccc1)n1cccc1)N1CCCCCC1 (centres undefined),-10,?,2%,-2%,2,-1%,-3%,0%,28%,7,4%
O=C(Nc1ccccc1)c1ccc(NCC2CCCO2)c(S(=O)(=O)N2CCOCC2)c1 (centres undefined),5,-8%,-7%,4%,-2,-15%,1%,-1%,40%,6,?
COc1ccc2[nH]c(=O)c3c(c2c1)OC(C)(C)C=C3,3,-6%,-3%,18%,-19&0&-1,1%,-3%,-11%,-12%&-17%&-39%,1,25µM*
Cc1cc(CN(C)C(=O)c2ccc3nc(Cc4ccccc4F)oc3c2)n[nH]1,5,3%,-4%,18%,·,1%,5%,-5%,41%,-2,14%
CCN(CC(=O)Nc1ccc(Br)cc1)CC(=O)Nc1cc(C)on1,12,0%,18%,-6%,·,-36%,-10%,1%,·,13,·
CCOC(=O)c1cnc2c(-c3ccccc3OC)c(C)nn2c1C,2,-2%,-1%,-2%,0,?,-17%,1%,7%,10,-7%
COc1ccc(C2=NOC(C(=O)NCc3ccccn3)C2)cc1 (centres undefined),-1,3%,-1%,-1%,3,-3%,-3%,-3%,5%,0,7%
CC(=O)NC(Cc1ccccc1F)C(=O)NC1CCN(c2ncccc2[N+](=O)[O-])CC1 (centres undefined),-16,1%,-7%,-5%,2,-1%,-5%,6%,-20%,?,3%
Cc1ccccc1C(=O)Nc1ccc(S(=O)(=O)N2CCCC2)cc1,-1,0%,0%,2%,1,-3%,1%,-3%,-14%,-4,-5%
COc1ccc(C(C(=O)NC2CCCC2)N(C(=O)c2ccco2)c2ccccc2OC)cc1 (centres undefined),2,-7%,1%,0%,1,4%,9%,4%,15%,-9,-8%
CC(C)(C)c1cnnn1-c1ccc(C(=O)CCl)cc1,13,-2%,2%,-8%,6,1%,-5%,-6%,?,-4,?
O=C(CSCc1ccc(Br)cc1)N1CCCC1,4,6%,2%,6%,1,-16%,11%,-6%,2%,8,5%
CN1CCN(CCCNC(=O)c2ccc3c(Cl)c4c(nc3c2)CCCC4)CC1,26,-1%,-5%,21%,·,0%,0%,11µM*,0%,-28,-9%
O=C(CSc1ccc2c(c1)OCCO2)N1CCN(c2ccccc2O)CC1,-2,-31%[inhibitor],-6%,-4%,·,4%,-3%,0%,·,6,·
COc1ccc(/C=C2\SC(=S)N(CCC(=O)N(CCO)c3ccccc3)C2=O)cc1OC,8,-3%,2%,-6%,4,-4%,-7%[1.84 µM],-3%,0%,-9,-12%
COc1ccc(C)cc1NC(=O)CCNS(=O)(=O)c1cccc2nonc12,-3,-6%,5%,1%,1,1%&1%,0%,3%,-3%,-2,-6%
CC(C)C1Cc2c(C#N)c(N)n(C)c(=S)c2CO1 (centres undefined),-11,-5%,-5%,-4%,-2,1%,1%,-2%,-4%,7,-11%
CCOP(=O)(OCC)C(Nc1ccc(C(=O)O)cc1)c1ccccc1 (centres undefined),7,0%,-5%,-1%,7,0%,1%,5%,-2%,-19,-6%
CC(=O)N(C(C)=O)N1C(=O)C2C3c4ccccc4C(c4ccccc43)C2C1=O (centres undefined),-1,-10%,1%,-3%,2,-16%,-6%,-6%,-1%,2,8%[10 µM]
